HSF1 activator = increases HSF-1 driven luciferase reporter signal; NIH3T3-HGL HSF-1 luciferase reporter, MG132, 8 h; 100% = twice DMSO control signal; activation, % at 9 µM; hit rate 1.7% among 300,000;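 active means mean replicate activation of at least 50% with a set share of replicates each reaching 50%; inconclusive means only one of those two conditions met; inactive means mean below 50% and too few replicates reaching it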;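 further: 0% = median of the neutral control wells and 100% = twice that signal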
HSP90 inh = inhibitors of HSP90 luciferase refolding in rabbit reticulocyte lysate | luciferase refolding luminescence, 3 h | inhibition, % at 5.6 µM | hit rate 0.91% among 290,000 | AID 1789;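 active means inhibition above the screen-wide mean plus 3 SD, computed separately per campaign, cut at about 16% in these data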;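 further: 0% = DMSO wells and 100% = 60 µM geldanamycin wells; inhibitors lower the luminescence because luciferase stays unfolded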
HIF act = HIF pathway transcriptional activation | U2OS HRE-luciferase reporter, luminescence; normalized: DMSO 0%, desferrioxamine 100% | activation, % at 7.5 µM (by protocol) | AID 1910 | hit rate 0.32% among 300,000;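 active means mean activation of at least 10% of the iron chelator positive control signal, with at least half of replicates also reaching 10%; inconclusive means mean and replicate majority disagree about reaching 10%; inactive means mean and most replicates under 10%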
aSyn UTR inh = 5' untranslated region of α-synuclein, MLPCN primary screen; alpha-synuclein 5'UTR reporter, inhibitor activity; inhibition, % (tested at 7.5 µM); hit rate 0.82% among 300,000; AID 1813; in the data active means inhibition above about 60%; inconclusive means no clear call, values can overlap the other calls;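 further: H4 neuroglioblastoma cells stably carrying SNCA 5'UTR luciferase fusion; 0% = DMSO wells and 100% = positive control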
IEC-6 cytotox = counter-screen for KLF5 inhibitors: cytotoxicity in IEC-6 cells; IEC-6 cytotoxicity, luminescence viability; hit rate 0.78% among 290,000; inhibition, % at 5 µM; in the data active means inhibition above about 22%;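 further: 0% = plate median of test compound wells and 100% = cytotoxic reference compound wells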
Platelet DG rel = modulates dense granule release in human platelets; hit rate 0.22% among 300,000; inhibition, %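 (compounds screened at 7.5 µM in platelet-rich plasma)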; AID 1663; human platelet-rich plasma, SFLLRN dense granule ATP release, luminescence;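 active means mean replicate score, as percent of positive control, at or above 50; inconclusive means mean below 50 but at least one replicate at or above 50; inactive means mean and every replicate below 50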
HSF1 inhib = HSF1 inhibition. AID 2098. NIH3T3-HGL HSE-luciferase, MG132-induced, luminescence 8 h; active compounds read low. hit rate 0.77% among 300,000. activity change, negative = inhibition, % at 7.5 µM (by protocol);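 active means more than half of replicate wells show activity change below -50%, luminescence cut by over half; inconclusive means some wells, but at most half, below -50%; inactive means no replicate well below -50%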;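 further: luciferase reports HSF-1 transcriptional activity via heat shock element; 0% = median of DMSO wells and -100% = zero luminescence signal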
AI-2 QS modul = modulators of Vibrio harveyi AI-2 quorum sensing system; Vibrio harveyi JMH597 AI-2 luminescence/OD600 ratio, 9 h; active compounds read low; strain lacks LuxN and CqsS sensors; 0 = neutral-control median; activity change, % at 7.5 µM; hit rate 0.4% among 300,000; in the data active means activity change below about -75%, passing the limit was not always enough; inconclusive means no clear call, values can overlap the other calls;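 further: luminescence divided by OD600 gain over 9 h not by final OD600 alone; inactives centre near 13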
KLF5 inh = suppresses KLF5 promoter-driven expression; hit rate 0.23% among 290,000; inhibition, % at 5 µM; DLD-1 KLF5 promoter-luciferase reporter, luminescence; AID 1700;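 active means inhibition above a per-plate limit of that plate's mean compound inhibition plus 3 SD, cut at about 60% in these data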;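 further: 0% = DMSO wells and 100% = LY294002 at 200 µM; higher means less KLF5 promoter-driven luciferase light; inactives centre near -14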
SKKanGAS inh = SKKanGAS growth inhibition | inhibition, % at 7.5 µM | S. pyogenes SKKanGAS, kanamycin growth, BacTiter-Glo, 6 h | hit rate 1.3% among 300,000;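 active means mean replicate score, as percent of positive control median, at least 50; inconclusive means mean below 50 but one replicate at or above 50; inactive means mean and every replicate below 50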;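 further: strain carries kanamycin resistance gene driven by streptokinase promoter and grows in 40 µg/ml kanamycin; loss of luminescence reflects streptokinase promoter inhibition or plain growth inhibition; 0% = median of DMSO wells and 100% = positive control at its reference dose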
The depositor's hits bear a star; u = inconclusive; x = not tested or not shown.

smiles,IEC-6 cytotox,Platelet DG rel,HSF1 activator,aSyn UTR inh,KLF5 inh,AI-2 QS modul,HIF act,HSP90 inh,HSF1 inhib,SKKanGAS inh
O=S(=O)(NC1CCCCC1Nc1ccccc1)c1ccccc1 (configuration not stated),-9.0,-2.4,42.1,-25.8,2.5,11.1,0.0,-1.3,22.0,0.0
CC(Nc1cc(N2CCNCC2)ccc1[N+](=O)[O-])c1ccccc1 (configuration not stated),-1.8,-5.4,u,38.7,-0.9,33.1,0.9,2.1,8.2,2.2
Cc1sc2ncnc(N(C)CCc3ccccn3)c2c1C,-3.5,2.9,-12.0,-6.3,-45.5,2.2,-0.1,3.6,-2.6,3.6
CCSc1nnc(NC(=O)CSc2nc3c(cc2C#N)CCCC3)s1,2.5,0.0,13.9,-50.8,-5.3,32.7,0.8,3.6,17.1,44.0
Cc1ccc(NC(=O)CCC(=O)NNC(=O)c2cccc([N+](=O)[O-])c2)cc1C,0.4,2.2,22.3,-23.2,-12.2,36.6,-0.2,-0.5,3.7,-4.3
COc1cccc(CNC(=O)C2CCN(S(=O)(=O)N3CCCC3)CC2)c1,-2.6,-1.9,5.5,2.8,-3.7,19.7,-0.1,4.2,-5.1,3.7
Nc1nonc1-n1nnc(C(=O)N/N=C/c2ccoc2)c1-c1ccccc1,2.7,25.5,26.2,4.8,-2.8,13.2,0.0,2.6,-0.3,-1.2
COc1cc(/C=N/N=C2/NC(=O)C(c3ccccc3)S2)ccc1O (configuration not stated),1.8,36.8,-1.2,-1.8,-35.5,31.1,-0.6,1.9,-14.4,9.2
O=C(NCCOc1ccccc1)c1ccccc1,-3.3,-2.1,27.1,-31.1,-90.5,0.1,0.2,7.7,10.5,6.3
Cc1ccc2scc(CN3CCCC3)c2c1,x,-8.7,-8.2,-44.4,x,-16.5,-0.9,x,-4.9,-11.3
COc1cccc(NC(=S)N(CCC(C)C)C2CCN(C(C)=O)CC2)c1,6.0,-3.1,-81.9,1.4,-11.8,22.9,3.0,1.5,-76.3*,3.5
O=C(c1ccco1)N1CCN(CC(=O)N2c3ccccc3CCc3ccccc32)CC1,10.1,8.2,33.4,13.4,13.4,29.1,-0.4,1.4,-2.3,-2.7
Cc1ccc(CNS(=O)(=O)c2cc3c4c(c2)C(C)C(=O)N4CCC3)cc1 (configuration not stated),6.3,5.8,-26.0,8.8,-7.9,15.4,-0.8,3.3,-12.2,-0.8
O=c1c(Cl)c(NCc2ccccc2)cnn1C12CC3CC(CC(C3)C1)C2,8.9,-16.5,10.0,8.3,-9.3,17.6,0.0,-2.2,1.8,0.5
COc1ccc(S(=O)(=O)N2CCC(C(=O)NCCCn3ccnc3)CC2)cc1C,3.7,10.4,0.0,20.4,-9.4,14.7,0.6,-1.0,-1.1,0.7
O=c1cc(CCl)nc2sc3ccccc3n12,6.8,7.7,-0.7,-3.8,-25.5,19.3,-0.3,3.7,-7.8,1.5
COc1cc(C(=O)O)c2c(c1C)OC(=O)c1c(C)cc(O)c(C=O)c1O2,x,0.4,14.0,0.9,x,38.2,-0.2,x,4.1,2.1
Cc1sc2nc(CN3CCOCC3)nc(NCCc3ccccc3)c2c1C,-1.1,-9.1,-12.6,-35.1,-25.5,9.4,0.0,-4.2,-3.5,5.7
CCCn1nc([N+](=O)[O-])c(C(C#N)c2nc3ccccc3s2)c(Cl)c1=O (configuration not stated),2.8,13.7,60.2*,-52.8,-12.3,25.5,-0.3,-0.2,46.2,4.1
O=C(CSc1nnc(-c2ccco2)n1-c1ccccc1)NCc1ccc2c(c1)OCO2,-7.0,0.7,7.4,5.6,-27.4,31.4,-0.8,-1.7,6.4,3.9
FC(F)(F)c1ccnc(NCc2ccco2)n1,2.2,0.2,2.3,-3.4,12.4,13.3,-0.4,-1.5,-6.1,3.8
CCCCc1[nH]c(=O)c(C#N)c2c1CCCC2,7.7,-5.0,-4.7,21.9,-16.6,20.2,0.1,5.6,-2.0,-8.3
COc1cc2c(=O)n(CC3CCCO3)c(=O)n(CC(=O)Nc3ccc(F)cc3F)c2cc1OC (configuration not stated),-4.9,6.0,-7.0,6.6,-3.1,26.6,0.2,-1.9,-0.2,4.0
CCCNC(=O)/C=C/c1ccc(C(C)C)cc1,0.5,-2.1,30.8,-59.9,-30.6,-1.8,2.7,-2.9,19.9,-6.0
CCCc1ccc(OCC(O)CN2CCN(CCO)CC2)cc1 (configuration not stated),-3.9,-0.2,-1.8,-22.4,7.3,6.7,-0.3,5.5,0.5,0.1
CCOc1ccccc1C(=O)Oc1ccc2ccc(=O)oc2c1,6.6,-1.0,-13.1,4.2,-18.5,25.5,-1.0,-1.5,-4.8,0.2
CC(C)CCNC(=O)c1cccc(Cl)c1,-9.3,3.3,12.2,-19.3,-36.6,16.7,-0.9,-2.6,7.5,-2.8
CC(=O)Nc1cccc(C(=O)NC2CCCc3c2cnn3-c2ccccc2F)c1 (configuration not stated),-5.9,-17.2,-0.4,-4.8,-29.1,14.5,-0.3,-4.0,-7.3,-20.8

Complete entries from above:
`COc1ccc(S(=O)(=O)N2CCC(C(=O)NCCCn3ccnc3)CC2)cc1C` across the screens: IEC-6 cytotox = 3.7; Platelet DG rel = 10.4; HSF1 activator = 0.0; aSyn UTR inh = 20.4; KLF5 inh = -9.4; AI-2 QS modul = 14.7; HIF act = 0.6; HSP90 inh = -1.0; HSF1 inhib = -1.1; SKKanGAS inh = 0.7
`CCSc1nnc(NC(=O)CSc2nc3c(cc2C#N)CCCC3)s1` across the screens: IEC-6 cytotox = 2.5; Platelet DG rel = 0.0; HSF1 activator = 13.9; aSyn UTR inh = -50.8; KLF5 inh = -5.3; AI-2 QS modul = 32.7; HIF act = 0.8; HSP90 inh = 3.6; HSF1 inhib = 17.1; SKKanGAS inh = 44.0
`CCCc1ccc(OCC(O)CN2CCN(CCO)CC2)cc1` (configuration not stated) across the screens: IEC-6 cytotox = -3.9; Platelet DG rel = -0.2; HSF1 activator = -1.8; aSyn UTR inh = -22.4; KLF5 inh = 7.3; AI-2 QS modul = 6.7; HIF act = -0.3; HSP90 inh = 5.5; HSF1 inhib = 0.5; SKKanGAS inh = 0.1

Source: PubChem BioAssay (several laboratories)
